Source: PubChem BioAssay (several laboratories)
PHOSPHO1 block = PubChem AID 1565; Phosphoethanolamine/phosphocholine phosphatase (Homo sapiens), Q8TCT1; recombinant PHOSPHO1, absorbance phosphatase assay; inhibition, % at 13.3 µM; 290,000 tested, 1.1% active; in the data active = inhibition above about 60%
Target sequence (Q8TCT1 whole entry, looked up): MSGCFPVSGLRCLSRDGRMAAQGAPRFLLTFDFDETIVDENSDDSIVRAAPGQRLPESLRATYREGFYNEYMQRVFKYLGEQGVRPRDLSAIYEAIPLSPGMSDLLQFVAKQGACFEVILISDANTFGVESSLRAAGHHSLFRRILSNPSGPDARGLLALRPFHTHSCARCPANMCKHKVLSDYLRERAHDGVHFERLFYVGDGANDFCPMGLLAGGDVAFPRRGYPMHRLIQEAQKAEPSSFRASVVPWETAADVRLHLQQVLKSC
MEKK3 PB1 HTS = modulators of MEKK3-MEK5 PB1 binding, primary screen, biochemical, wildtype MEKK3, multiplex bead flow cytometry, Alexa488-MEK5 | bead-based flow cytometry, Alexa488-MEK5 binding to MEKK3; actives lie on both sides; 0 = blocked by unlabeled MEK5, 100 = vehicle | binding response (% of control), % at 10 µM | Mitogen-activated protein kinase kinase kinase 3 (Homo sapiens), Q99759 | 290,000 tested, 1.4% active;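 active = binding response more than 3 SD above or below the average of its plate-row segment, actives on both sides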;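 also: Alexa488 bead fluorescence after subtracting the streptavidin-only scavenger bead signal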
GalR3 antag = GalR3 antagonists in HEK293 cells, primary screen, cell-based, fluorescence readout | AID 651719, 2012 | Galanin receptor type 3 (Homo sapiens), O60755 | 360,000 tested, 0.44% active | inhibition, % at 3 µM | HEK293 GalR3-CNG cAMP membrane potential fluorescence; galR3 body fused to GalR1 C-terminus;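 active = inhibition above the screen-wide average plus 3 SD, cut at about 13% in these data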;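 also: forskolin and galanin both at EC90 stimulate the cells; cAMP rise reported by CNG channel membrane potential dye signal; 0% = forskolin plus galanin with DMSO and 100% = forskolin alone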
Target sequence (O60755 1-299 limits assumed): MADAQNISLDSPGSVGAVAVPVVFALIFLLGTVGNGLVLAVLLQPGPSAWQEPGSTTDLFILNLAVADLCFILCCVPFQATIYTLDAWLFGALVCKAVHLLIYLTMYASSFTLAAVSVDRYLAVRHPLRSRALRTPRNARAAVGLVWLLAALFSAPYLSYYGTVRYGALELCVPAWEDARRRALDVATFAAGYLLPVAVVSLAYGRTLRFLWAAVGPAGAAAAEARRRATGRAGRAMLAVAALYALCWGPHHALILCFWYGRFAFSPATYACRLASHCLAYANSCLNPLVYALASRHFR
GPR7 antagonist = GPR7 receptor antagonists, primary screen, cell-based, fluorescence, single concentration. Neuropeptides B/W receptor type 1 (Homo sapiens), P48145. inhibition, % at 4.4 µM. 290,000 tested, 1.1% active. GPR7-expressing cells, fluorescence antagonist assay. AID 1861, 2009; in the data active = inhibition above about 16%, passing the limit was not always enough;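 also: cells stimulated with the agonist NPW; 0% = agonist with vehicle and 100% = vehicle without agonist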
V1aR counter = agonists of human V1a receptor, primary screen, counter-screen for OXTR agonist project, fluorescence, CHO-V1R cells; AID 2797, 2010; Vasopressin V1a receptor (Homo sapiens), P37288; 320,000 tested, 0.25% active; Fluo-8 calcium fluorescence, agonist mode; 0% DMSO, 100% 3 nM vasopressin; activation, % at 3 µM;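 active = activation above the mean activation of all tested compounds plus 3 SD, per screening run, cut at about 20% in these data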;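 also: signal is peak over basal fluorescence ratio across a 100 second FLIPR read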
MEKK2 WT-MEK5 = modulators of MEK5 binding to wildtype MEKK2, primary screen, biochemical, multiplex bead flow cytometry, Alexa488-MEK5; Mitogen-activated protein kinase kinase kinase 2 (Homo sapiens), Q9Y2U5; Alexa488-MEK5 binding to MEKK2 WT; actives lie on both sides; binding response (% of control), % at 10 µM; 290,000 tested, 1.1% active; in the data active = binding response below about 67% or above about 130%
OXTR ag = human OXTR agonists, primary screen, fluorescence, CHO-OTR cells, Fluo-8 calcium | activation, % at 3 µM | 320,000 tested, 0.32% active | Oxytocin receptor (Homo sapiens), P30559 | Fluo-8 calcium fluorescence; normalized: DMSO 0%, oxytocin 100%;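 active = activation above the mean of all tested compounds plus 3 SD, cutoff set per screening run, cut at about 20% in these data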;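 also: peak over basal fluorescence ratio from a 100 s FLIPR kinetic read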
Target sequence (P30559 whole entry, looked up): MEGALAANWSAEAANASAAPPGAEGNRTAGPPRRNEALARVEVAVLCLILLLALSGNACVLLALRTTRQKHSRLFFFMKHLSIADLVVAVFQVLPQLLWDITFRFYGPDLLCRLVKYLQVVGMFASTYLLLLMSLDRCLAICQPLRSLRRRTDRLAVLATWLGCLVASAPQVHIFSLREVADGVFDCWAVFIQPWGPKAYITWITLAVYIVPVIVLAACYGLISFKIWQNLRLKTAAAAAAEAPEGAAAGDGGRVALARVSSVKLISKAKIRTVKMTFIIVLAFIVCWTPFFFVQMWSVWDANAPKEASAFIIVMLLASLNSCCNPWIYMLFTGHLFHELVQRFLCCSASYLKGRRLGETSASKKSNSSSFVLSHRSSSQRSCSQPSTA
MEKK2 mut-MEK5 = MEK5 binding signal on mutant MEKK2 PB1, primary screen, biochemical, multiplex bead flow cytometry, Alexa488-MEK5 | Alexa488-MEK5 binding to MEKK2 mutant | percent response, % at 10 µM | 290,000 tested, 0.35% active; in the data active = percent response above about 24%, passing the limit was not always enough; also: inactives centre near 1; some results filed as inactive read as strong as hits; reference of the scale not given here
NALP1 inh = NALP1 inflammasome inhibitors in reconstituted yeast, colorimetric, S. cerevisiae, triplicate retest; AID 2071, 2009; S. cerevisiae NALP1/ASC/caspase-1 growth, X-gal OD620, 72 h; 280,000 tested, 0.61% active; inhibition, % at 10 µM; in the data active = inhibition mostly above about 24%, no sharp cut-off; inactive = mostly below about 32%; also: some compounds called inactive have numbers as strong as hits
* = called active by the depositor; / = no result given.

structure	PHOSPHO1 block	MEKK3 PB1 HTS	GalR3 antag	GPR7 antagonist	V1aR counter	MEKK2 WT-MEK5	OXTR ag	MEKK2 mut-MEK5	NALP1 inh
Cn1c(CNC(=O)c2ccco2)nnc1SCC(=O)N1CCN(c2ccccc2F)CC1	44	102	-7	3	-0.8	100	0.0	-6	-6
O=C1N/C(=C\c2ccccc2)c2ccccc21	4	88	-8	-10	0.1	94	-2.3	-5	30
Cn1ccnc1C(=O)c1ccc(NN)c([N+](=O)[O-])c1	20	106	-1	-16	-0.8	98	-1.3	-4	2
Cc1cc(N2C(=O)C(O)=C(C(=O)c3ccc(C)o3)C2c2ccc(OCc3ccccc3)cc2)no1 (configuration not stated)	7	102	-5	-1	0.4	97	0.0	4	9
COc1ccc([N+](=O)[O-])cc1NC(=O)Nc1ccc(OC)c(OC)c1	48	102	-8	-2	0.4	106	-0.1	5	15
Cc1ccc(S(=O)(=O)N2CCCC(C(=O)NCCCN3CCCCC3C)C2)cc1 (configuration not stated)	-10	107	-7	6	0.6	106	0.3	6	-12
CCOC(=O)C1=C(C)OC(N)=C(C#N)C1c1ccc(OC)c(CSc2ccccn2)c1 (configuration not stated)	4	94	1	-6	0.5	99	-0.4	2	/
Cc1ccc(NCCC(=O)c2ccccc2)cc1Cl	34	97	-1	-8	-0.5	105	-1.9	2	25
CC(=O)c1ccc(NC(=O)CCc2nnc3ccc(N4CCC5(CC4)OCCO5)nn23)cc1	16	102	6	-8	0.8	98	0.2	0	1
CCN(CC)CCn1c(NCc2ccc(OC)cc2)nc2ccccc21	-2	102	-4	-1	1.0	106	1.8	1	/
CCOc1ccccc1Nc1nc2ccccc2[nH]1	38	100	-4	-9	6.8	104	0.2	1	4
NCC(=O)NNC(=O)OCC1c2ccccc2-c2ccccc21	18	108	-3	-7	-0.8	110	-0.6	10	20
CCc1nccn1S(=O)(=O)c1ccc(Br)cc1Br	-2	108	-2	-11	-0.6	105	0.0	3	7
O=C(COC(=O)c1c(Cl)cccc1Cl)Nc1ccccc1Br	-14	117	1	-6	0.4	103	-2.3	1	32
Cc1cccc(CS(=O)(=O)Cc2ccc(C(=O)NCC3CCCO3)o2)c1 (configuration not stated)	-3	/	-9	-13	0.4	/	0.8	/	-5
CCN(C(=O)COC(=O)c1ccc(Cl)cc1N)C1CCCCC1	36	100	-5	-6	-1.6	94	-1.4	-1	0
CCc1ccc(NC(=O)C2CCN(S(=O)(=O)c3cnc[nH]3)CC2)cc1	40	100	-6	-5	-0.2	99	1.0	0	18
Cc1ccsc1C1C(C#N)=C(N)OC2=C1C(=O)CCC2 (configuration not stated)	-8	102	-8	1	-0.3	97	0.0	-8	-2
CCSc1ncc(/C=N/Nc2ccc([N+](=O)[O-])cc2)n1C	32	102	-5	-14	8.8	103	7.0	1	11
CCOC(=O)CC(=O)CSc1nc2sc(C)cc2c(=O)n1Cc1ccco1	-44	94	-4	-16	-0.4	92	-1.3	-5	20
Cc1cc(C)c(S(=O)(=O)N(C)CC(=O)NC2CCCC2)c(C)c1	-8	98	5	-11	0.1	103	1.8	2	21
O=C(O)C1CCC(N2C(=O)c3cccc([N+](=O)[O-])c3C2=O)CC1 (configuration not stated)	-8	105	-3	-23	-0.1	108	-0.7	10	-1
O=C(NCCCN1CCCCC1)c1ccc2c(c1)NC(=O)c1ccccc1S2	28	96	0	-2	1.1	105	-1.0	5	5
COC(=O)Cn1c(=NC(=O)CSCC(=O)NC2CCCCC2)sc2cc(OC)ccc21	6	109	/	-5	-0.9	112	-0.8	17	12
COc1ccc(NC(=O)Cn2c(=O)n(CC3CCCO3)c(=O)c3cc(OC)c(OC)cc32)cc1OC (configuration not stated)	10	101	4	-5	0.2	106	0.4	3	22
Cc1cc(Cl)ccc1OCc1nc(-c2ccc(O)cc2)n[nH]1	0	103	0	10	8.7	96	16	0	33
CN(C)C(/C=C/Nc1ccc(F)cc1F)=C(C#N)C#N	11	106	-4	-14	0.3	101	0.8	3	37
Cc1nn(-c2ccc(F)cc2)c(C)c1NS(=O)(=O)c1ccc(Cl)cc1	2	100	2	-8	-0.2	103	-2.4	3	19
O=C1CCC([N+](=O)[O-])C(c2ccccc2F)N1 (configuration not stated)	35	101	-5	-5	1.4	103	0.4	2	3
COc1ccc(/C=C(/NC(=O)c2ccccc2)C(=O)NCC2CCCO2)cc1 (configuration not stated)	14	100	-5	4	0.5	97	0.9	-10	0
COCCCN(C(=O)CC1OC(=O)c2ccccc21)c1c(N)n(Cc2ccccc2)c(=O)[nH]c1=O (configuration not stated)	16	99	1	-14	0.0	95	-1.3	-4	-69
OC(COc1ccc(Br)cc1)CN1CCC(Cc2ccccc2)CC1 (configuration not stated)	-17	103	-12	9	4.5	135*	6.6	17	27
O=C(Cc1ccccc1)NCC(=O)OCC(=O)c1ccccc1Cl	43	97	5	12	1.8	102	0.0	0	28
CCOc1ccc(/C=N/n2c(SC)nnc2-c2ccccc2)cc1OCC	33	113	-3	-4	0.4	109	-1.2	4	9
Cc1ccc(NC(CC(=O)c2ccccc2)C(=O)O)cc1Cl (configuration not stated)	15	105	-7	6	-0.6	101	-1.2	3	6
COc1cc(CC(=O)OCc2cccc([N+](=O)[O-])c2)cc(OC)c1OC	23	101	0	-10	7.5	98	5.2	3	26
Cc1ccc(C(=O)Nc2ccc3c4c(cccc24)CC3)cc1[N+](=O)[O-]	18	101	-1	2	-0.3	98	-2.5	14	19
Cc1cc(C)n(CC(=O)N/N=C/c2c[nH]c3ccccc23)n1	7	107	-3	-6	-1.1	102	1.2	7	11
CSc1nc2sc3c(c2c(=O)n1C1CCCCC1)CCN(C)C3	-14	107	1	-11	0.9	113	0.2	5	29
Cc1ccc(-n2cnnn2)cc1Cl	-14	99	-4	-1	-0.4	89	-1.4	-10	-2
CC1Cc2ccccc2N1C(=O)c1ccc(Br)o1 (configuration not stated)	/	108	-6	-3	-1.9	103	-2.7	4	/
CCN(CC)CCCNc1nc(-n2nc(C)cc2C)nc2sc3c(c12)CC(C)(C)OC3	6	97	-2	-8	0.9	104	0.0	2	8
CCOc1ccc(NS(=O)(=O)c2ccc(NC(=S)NC(C)=O)cc2)cc1	44	109	-6	14	27*	101	29*	-10	-7
COc1ccc(NC(=O)Nc2ccc(C(=O)N3CCOCC3)cc2)cc1	-11	94	5	14	0.4	100	0.3	1	6
CCOC(=O)c1c(NC(=O)CNCCOC)sc2c1CCCC2	-8	112	-3	-1	-0.9	110	-0.6	6	14
Cc1cccc(N2C(=O)C3CCC(c4ccccc4)CC3C2=O)c1 (configuration not stated)	0	104	-1	-11	-0.2	102	-2.7	5	18
COC(=O)c1cc(=O)n(Cc2ccc(OC)cc2)c(=NCc2ccc(OC)cc2)s1	-20	97	-3	2	0.5	94	-0.6	-6	3
COc1ccc(CCN(C)C/C=C/c2ccccc2)cc1OC	19	104	-3	-16	/	115	/	4	19
Cc1ccc(S(=O)(=O)N(C)C)cc1NC(=S)N1CCN(Cc2ccc3c(c2)OCO3)CC1	28	104	-3	-4	9.2	100	9.1	0	-2
Cc1cc2c(cc1S(=O)(=O)N(C)Cc1ccccc1)OCC(=O)N2	7	98	/	-5	0.9	100	1.2	0	9
O=c1c2cnn(-c3ccc(F)cc3)c2ncn1Cc1ccccn1	4	108	-4	7	/	111	/	2	-4
O=C(CC1C(=O)NCCN1Cc1ccc(-c2ccccc2)cc1)NCCCn1cccn1 (configuration not stated)	41	105	-2	-3	-1.5	107	-0.2	-9	-2
NC(=O)/C(=C\c1ccccc1)NC(=O)c1ccc(NC(=O)c2ccccc2)cc1	-6	95	0	-12	0.7	97	1.4	-1	-4
Cc1ccc(CN2CCSCC2)c(C)c1	11	100	-2	-7	0.2	100	-1.6	-1	25
O=C(CN1C(=O)c2ccccc2C1=O)NCc1ccc(C(=O)O)cc1	23	106	-12	-4	0.4	103	1.0	-1	27
Cc1ccc(-n2c(SCC(=O)NC3CCCCC3)nc3c(c2=O)SCC3)cc1	-10	100	2	-7	-0.5	100	-0.1	3	26
CC(Oc1ccc2oc3ccccc3c2c1)C(=O)NC12CC3CC(CC(C3)C1)C2 (configuration not stated)	1	100	-7	-6	-1.1	100	-1.9	1	27

A second format for 3 compounds above:
Cc1ccc(S(=O)(=O)N(C)C)cc1NC(=S)N1CCN(Cc2ccc3c(c2)OCO3)CC1
  PHOSPHO1 block: 28; MEKK3 PB1 HTS: 104; GalR3 antag: -3; GPR7 antagonist: -4; V1aR counter: 9.2; MEKK2 WT-MEK5: 100; OXTR ag: 9.1; MEKK2 mut-MEK5: 0; NALP1 inh: -2

O=C(CC1C(=O)NCCN1Cc1ccc(-c2ccccc2)cc1)NCCCn1cccn1 (configuration not stated)
  PHOSPHO1 block: 41; MEKK3 PB1 HTS: 105; GalR3 antag: -2; GPR7 antagonist: -3; V1aR counter: -1.5; MEKK2 WT-MEK5: 107; OXTR ag: -0.2; MEKK2 mut-MEK5: -9; NALP1 inh: -2

CCOc1ccc(NS(=O)(=O)c2ccc(NC(=S)NC(C)=O)cc2)cc1
  PHOSPHO1 block: 44; MEKK3 PB1 HTS: 109; GalR3 antag: -6; GPR7 antagonist: 14; V1aR counter: 27*; MEKK2 WT-MEK5: 101; OXTR ag: 29*; MEKK2 mut-MEK5: -10; NALP1 inh: -7
